C diff HTS: C. difficile growth inhibition. Clostridium difficile clinical isolate growth, OD600, 24 h; active compounds read low. growth activity, negative = inhibition, % at 16 µg/mL (by protocol). actives 0.25% (n = 86,000);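 active = mean growth activity at or below -80% and every replicate also at or below -80%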;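 also: 0% = DMSO wells and -100% = levofloxacin 16 µg/mL wells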
KDM4C inh: blocks human GASC-1 (KDM4C) demethylase activity; AID 720574; Q9H3R0; actives 0.15% (n = 96,000); inhibition, % at 12.5 µM; GST-KDM4C 2-372, H3K9me3 peptide, LANCE TR-FRET;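 active = mean replicate inhibition above about 25%, with at least 55% of replicates also reaching it, limit read from the data, passing the limit was not always enough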
Target sequence (Q9H3R0 2-372 limits assumed): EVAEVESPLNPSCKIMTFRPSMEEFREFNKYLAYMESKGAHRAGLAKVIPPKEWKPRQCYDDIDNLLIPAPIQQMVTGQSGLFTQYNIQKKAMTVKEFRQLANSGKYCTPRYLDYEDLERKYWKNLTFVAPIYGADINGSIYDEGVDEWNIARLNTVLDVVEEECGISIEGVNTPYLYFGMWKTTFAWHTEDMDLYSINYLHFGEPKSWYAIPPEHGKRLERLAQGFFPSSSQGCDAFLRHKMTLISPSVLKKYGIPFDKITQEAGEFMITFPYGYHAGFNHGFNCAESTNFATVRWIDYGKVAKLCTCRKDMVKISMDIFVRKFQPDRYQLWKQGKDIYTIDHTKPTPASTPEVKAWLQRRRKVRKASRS
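material = GST-tagged GASC-1 (JMJD2C) catalytic fragment, aa 2-372 | amount = enzyme final amount 10 nM | medium = HEPES buffer, pH 7.5, plus ascorbate | also added = H3K9me3 peptide substrate, Fe(II), 2-oxoglutarate | dosing = single dose | times = 30 min demethylation and 1 h detection at room temperature | detection = LANCE TR-FRET | read-out basis = Fall in 671/618 emission ratio as inhibition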
T cruzi growth: T. cruzi proliferation inhibition | inhibition, % at 8.34 µM | actives 5.9% (n = 77,000) | T. cruzi beta-gal in NIH3T3, GalScreen luminescence, 90 h | AID 624255;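 active = mean inhibition above about 93%, with at least 55% of replicates each passing it, limit read from the data, passing the limit was not always enough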
Pf Dd2 growth: blocks growth of Plasmodium falciparum Dd2 parasites; P. falciparum Dd2 growth, SYBR Green, 72 h; active compounds read low; activity change, % at 10 µM; actives 2.3% (n = 94,000); AID 1159554; in the data active = activity change below about -80%
Active calls of the source: *; x = no result given; & = joins results of further samples.

Abbreviations: A = C diff HTS; B = KDM4C inh; C = T cruzi growth; D = Pf Dd2 growth
1: C[C@@H]1CCCCO[C@@H](CN(C)Cc2ccc(C(=O)O)cc2)[C@H](C)CN([C@H](C)CO)C(=O)c2cc(NS(=O)(=O)c3cn(C)cn3)ccc2O1
  A: 1	B: 17	C: 5	D: 43

2: C[C@H]1CN([C@@H](C)CO)C(=O)c2cc(-c3ccc(F)cc3)cnc2O[C@@H]1CN(C)Cc1cccnc1
  A: 0	B: 0.1	C: 10	D: 20

3: CC(=O)Nc1ccc2c(c1)C(=O)N(C)[C@H]1CC[C@H](CC(=O)Nc3cccc(F)c3)O[C@@H]1CO2
  A: 1	B: -0.3	C: x	D: 39

4: C[C@@H]1CN([C@H](C)CO)C(=O)c2cc(C#Cc3cccnc3)cnc2O[C@@H]1CN(C)Cc1ccccc1
  A: x	B: -0.2	C: 49	D: -29

5: C[C@@H]1CN([C@@H](C)CO)C(=O)c2cc(Br)cnc2O[C@@H]1CN(C)S(=O)(=O)c1ccc(F)cc1
  A: 0&1	B: -2.1	C: 0&0	D: 40&39

6: CN(C)CC(=O)Nc1ccc2c(c1)[C@H]1C[C@@H](CC(=O)NC3CCCCC3)O[C@H](CO)[C@H]1O2
  A: x	B: -0.9	C: -2	D: 7

7: C[C@H]1CN([C@@H](C)CO)C(=O)c2cc(C#Cc3ccccc3)cnc2O[C@H]1CN(C)C(=O)C1CC1
  A: -1	B: -1.3	C: 83	D: -24

8: CCC(=O)N1C[C@H](C)[C@@H](OC)CN(C)C(=O)c2ccc(NC(=O)NC(C)C)cc2OC[C@@H]1C
  A: 4	B: 1.0	C: x	D: 1

9: Cc1ccc(S(=O)(=O)Nc2ccc3c(c2)CC(=O)N([C@H](C)CO)C[C@@H](C)[C@H](CN(C)S(=O)(=O)c2c(C)noc2C)O3)cc1
  A: -6	B: 1.3	C: -11	D: -7

10: CO[C@@H]1CN(C)C(=O)c2ccc(NC(=O)c3cc(C)on3)cc2OC[C@@H](C)N(CC2CC2)C[C@@H]1C
  A: x	B: 0.5	C: -1	D: -3

11: C/C=C/c1ccc([C@H]2[C@H](CO)N(C(=O)C3CC3)C23CN(C(=O)NC(C)C)C3)cc1
  A: -5	B: -0.6	C: x	D: -38

12: COc1cccc(S(=O)(=O)N(C)C[C@@H]2Oc3ncc(C#CC(C)C)cc3C(=O)N([C@@H](C)CO)C[C@H]2C)c1
  A: -5	B: -0.6	C: 88	D: -51

13: Cc1nn(C)cc1NC(=O)C[C@@H]1CC[C@H]2[C@@H](COc3ccc(NC(=O)Nc4cccc(Cl)c4)cc3C(=O)N2C)O1
  A: 0	B: 1.6	C: 57	D: 3

14: C[C@@H]1CN([C@@H](C)CO)C(=O)c2cc(NC(=O)C3CCCCC3)ccc2O[C@H]1CN(C)C(=O)NC1CCCCC1
  A: 9	B: -1.1	C: -20	D: -2

15: COc1ccc(NC(=O)Nc2ccc3c(c2)OC[C@@H](C)NC[C@H](C)[C@@H](OC)CN(C)C3=O)cc1
  A: 0	B: 1.0	C: -13	D: x

16: CN1C(=O)c2cc(NS(C)(=O)=O)ccc2OC[C@@H]2O[C@H](CC(=O)NCc3ccccc3)CC[C@H]21
  A: -5	B: -1.9	C: 1	D: 8

17: CC(=O)Nc1ccc2c(c1)C(=O)N(C)[C@H]1CC[C@H](CC(=O)NCc3ccc(F)cc3)O[C@@H]1CO2
  A: 4	B: 0.8	C: 11	D: 1

18: C[C@@H]1CN([C@H](C)CO)C(=O)c2cc(NC(=O)CCC(F)(F)F)ccc2O[C@@H](C)CCCCO[C@H]1CN(C)Cc1ccccc1
  A: -2	B: -1.3	C: 0	D: x

19: C[C@H](CO)N1C[C@H](C)[C@H](CN(C)C(=O)CCCN(C)C)OCCCC[C@H](C)Oc2ccc(NC(=O)c3ccccc3)cc2C1=O
  A: 0	B: 1.4	C: -6	D: 23

20: CN(C)CC(=O)Nc1ccc2c(c1)[C@@H]1C[C@@H](CC(=O)NCc3ccccn3)O[C@H](CO)[C@@H]1O2
  A: -1	B: 1.0	C: x	D: 27

21: CCCN(C)C[C@@H]1Oc2cc(C#CCC3CCCC3)ccc2S(=O)(=O)N([C@@H](C)CO)C[C@@H]1C
  A: x	B: -1.5	C: x	D: -44

22: C[C@@H]1CN([C@@H](C)CO)C(=O)c2cc(NS(=O)(=O)c3cccs3)ccc2O[C@@H](C)CCCCO[C@H]1CN(C)Cc1ccc(C(F)(F)F)cc1
  A: -2	B: -0.2	C: 95	D: -73

23: C[C@@H]1CN([C@@H](C)CO)C(=O)Cc2cc(NC(=O)CCCCCC(=O)Nc3ccccc3N)ccc2O[C@@H]1CN(C)C(=O)Nc1cccc2ccccc12
  A: 8	B: 1.3	C: x	D: -24

24: C[C@@H]1CN([C@@H](C)CO)C(=O)c2cc(C3=CCCCC3)cnc2O[C@H]1CN(C)C(=O)c1ccncc1
  A: 0	B: 1.2	C: 55	D: 37

25: CC=Cc1ccc2n(c1=O)C[C@@H]1[C@@H](CO)[C@H](C(=O)N3CCOCC3)N(Cc3ccccc3)[C@H]21 (mixture of isomers)
  A: 0	B: 1.2	C: 101*	D: -4

26: COc1cccc(-c2ccc3c(c2)O[C@H](CN(C)Cc2ccncc2)[C@H](C)CN([C@@H](C)CO)S3(=O)=O)c1
  A: -9	B: -1.8	C: x	D: -15

27: C[C@H]1CN([C@@H](C)CO)C(=O)c2cc(C3=CCCC3)cnc2O[C@@H]1CN(C)Cc1cccnc1
  A: 2	B: 0.0	C: x	D: -12

28: C[C@H](CO)N1C[C@H](C)[C@H](CN(C)Cc2ccncc2)Oc2ccc(NS(=O)(=O)c3ccc(Cl)cc3)cc2C1=O
  A: 5	B: 2.1	C: 30	D: -7

29: C[C@@H]1CN([C@H](C)CO)C(=O)Cc2cc(NC(=O)Nc3cccc4ccccc34)ccc2O[C@@H]1CN(C)S(=O)(=O)c1cn(C)cn1
  A: -1	B: 1.1	C: -9	D: 10

30: O=C(C[C@H]1C[C@@H]2c3cc(NC(=O)C4CCOCC4)ccc3O[C@@H]2[C@H](CO)O1)NCC(F)(F)F
  A: 7	B: -0.2	C: 22	D: 13

31: CC(C)c1cn(CC[C@@H]2CC[C@H](NC(=O)C3CCC3)[C@H](CO)O2)nn1
  A: 1	B: 7.0	C: x	D: -7

32: COCC(=O)N1CC(=O)N2[C@H](C1)[C@@H](c1ccc(-c3ccccc3)cc1)[C@@H]2CO
  A: 4	B: -1.2	C: x	D: 41

33: Cc1noc(C)c1NC(=O)N(C)C[C@H]1Oc2ccc(NS(=O)(=O)c3ccc(Cl)cc3)cc2CC(=O)N([C@H](C)CO)C[C@H]1C
  A: -1	B: -2.0	C: 27	D: 34

34: CC(C)NC(=O)Nc1ccc2c(c1)CC(=O)N([C@@H](C)CO)C[C@@H](C)[C@@H](CN(C)Cc1ccc3c(c1)OCO3)O2
  A: -5	B: 1.9	C: -7	D: -7

35: C[C@@H]1CN([C@H](C)CO)C(=O)c2cc(NC(=O)Nc3ccccc3)ccc2O[C@@H](C)CCCCO[C@@H]1CN(C)C(=O)NC1CCCCC1
  A: -2	B: -1.0	C: -21	D: -85*

36: Cc1noc(C)c1NC(=O)N(C)C[C@H]1Oc2ccc(NC(=O)CCCCCC(=O)Nc3ccccc3N)cc2CC(=O)N([C@@H](C)CO)C[C@@H]1C
  A: -3	B: 0.4	C: -4	D: 8

37: C[C@H](CO)N1C[C@H](C)[C@H](CN(C)Cc2ccncc2)Oc2cc(C#CCN(C)C)ccc2S1(=O)=O
  A: 0	B: 5.6	C: 93	D: 16

38: Cc1ccccc1S(=O)(=O)N1CCCCN2[C@H](CO)[C@@H](c3ccc(C#CCN(C)C)cc3)[C@H]2C1
  A: 16	B: 2.6	C: 62	D: -41

39: CO[C@H]1CN(C)C(=O)c2cc(NC(=O)Nc3ccccc3F)ccc2OC[C@@H](C)N(C)C[C@H]1C
  A: x	B: 0.5	C: -12	D: -22

40: CC(C)NC(=O)Nc1cccc2c1O[C@H](CN(C)Cc1ccc(-c3ccccc3)cc1)[C@@H](C)CN([C@H](C)CO)C2=O
  A: 54	B: 7.8	C: 46	D: -45

41: O=C(c1ccccn1)N1CC[C@@H]2[C@@H](CO)Nc3ccc(Br)cc3[C@@H]21
  A: 4	B: -0.6	C: 20	D: 4

42: CC(=O)N1[C@@H]2CN(S(=O)(=O)c3ccccc3F)c3ccccc3[C@@H]2[C@@H]1CO
  A: 3	B: 0.5	C: -10	D: -74

43: O=C(c1cccnc1)N1CC2(C1)[C@@H](c1ccccc1)[C@@H](CO)N2Cc1ccc(Cl)cc1
  A: 2	B: 0.0	C: x	D: -25

44: O=C(NC1CCCC1)N1CC(=O)N2[C@H](CO)[C@H](c3ccc(-c4ccc(F)cc4)cc3)[C@@H]2C1
  A: 0	B: 0.6	C: x	D: -11

45: O=C1CN(Cc2ccc(F)cc2)C[C@H]2[C@H](c3ccc(-c4ccccc4)cc3)[C@@H](CO)N12
  A: -11	B: 6.5	C: x	D: -11

46: CO[C@@H]1CN(C)C(=O)c2cc(NS(=O)(=O)c3ccccc3F)ccc2OC[C@@H](C)N(S(C)(=O)=O)C[C@H]1C
  A: x	B: 1.1	C: 6	D: 36

47: COc1cccc(S(=O)(=O)N[C@H]2C=C[C@H](CC(=O)NCc3ccc(F)cc3)O[C@@H]2CO)c1
  A: x	B: -0.1	C: -67	D: 25

48: O=C(N[C@H]1CC[C@@H](CCNS(=O)(=O)c2ccccc2Cl)O[C@H]1CO)c1ccc(F)cc1
  A: x	B: 1.7	C: -4	D: -1

49: CO[C@H]1CC[C@H]2CCOc3c(C#N)cccc3C(=O)N(C)[C@@H](C)C(=O)N(C)C[C@@H]1O2
  A: 1	B: -0.1	C: 32	D: x

50: C[C@@H]1CCCCO[C@@H](CN(C)C(=O)Nc2ccc(C(F)(F)F)cc2)[C@@H](C)CN([C@H](C)CO)C(=O)c2cc(NC(=O)c3ccncc3)ccc2O1
  A: 3	B: -1.5	C: x	D: -79

The results go on.
Abbreviations: A = C diff HTS; B = KDM4C inh; C = T cruzi growth; D = Pf Dd2 growth
51: C[C@H](CO)N1C[C@H](C)[C@H](CN(C)C(=O)Nc2ccccc2)Oc2cc(C#C[C@@H](C)O)ccc2S1(=O)=O
  A: 1	B: x	C: 73	D: -47

52: COCC(=O)N1CCC2(CC1)CN(Cc1ccccc1F)[C@H](CO)c1[nH]c3cc(OC)ccc3c12
  A: 9	B: 0.1	C: x	D: -89*

53: CCNC(=O)C[C@@H]1CC[C@@H]2[C@H](COC[C@H](O)CN2C(=O)c2ccccn2)O1
  A: 17&-5	B: -4.4	C: -82	D: 6

54: CN1C(=O)c2cc(NC(=O)c3ccc(F)c(F)c3)ccc2OC[C@@H]2O[C@H](CC(=O)O)CC[C@H]21
  A: 1	B: -0.5	C: 8	D: 3

55: C[C@@H]1CN([C@H](C)CO)C(=O)c2cc(-c3cccnc3)cnc2O[C@H]1CN(C)C(=O)Cc1cccnc1
  A: 2	B: -1.7	C: 13	D: 14

56: C[C@@H]1CCCCO[C@H](CN(C)S(=O)(=O)c2ccc(F)cc2)[C@@H](C)CN([C@@H](C)CO)C(=O)c2cc(NC(=O)CCCN(C)C)ccc2O1
  A: 3	B: 1.8	C: -20	D: -10

57: CO[C@@H]1CN(C)C(=O)c2cc(NC(=O)c3ccc(Oc4ccccc4)cc3)ccc2OC[C@@H](C)NC[C@H]1C
  A: -8	B: -1.4	C: -89	D: -45

58: CCCC(=O)Nc1ccc2c(c1)C(=O)N(C)C[C@H](OC)[C@H](C)CN(C(=O)CC1CC1)[C@@H](C)CO2
  A: -4	B: 0.1	C: 35	D: -19

59: Cc1ccc(S(=O)(=O)N(C)C[C@H]2Oc3c(NC(=O)NC(C)C)cccc3C(=O)N([C@@H](C)CO)C[C@@H]2C)cc1
  A: -2	B: -0.1	C: -21	D: -9

60: CCS(=O)(=O)N1[C@H](CO)[C@@H](c2ccccc2)C12CN(C(=O)C1CCC1)C2
  A: 4	B: -0.8	C: x	D: 36

61: c1cc(-c2ccc(C3[C@@H]4CN(Cc5nccs5)C[C@H]3N4)cc2)ccn1 (stereo partly drawn)
  A: 5	B: -0.2	C: x	D: -74

62: C[C@@H]1CN([C@H](C)CO)C(=O)c2ccccc2-c2ccccc2CO[C@H]1CN(C)S(=O)(=O)c1ccccc1
  A: x	B: -1.2	C: 34	D: -5

63: O=C(CC(F)(F)F)N1C[C@@H]2[C@H](c3ccccc31)[C@@H](CO)N2C(=O)Cc1ccccc1
  A: -1	B: 1.6	C: 50	D: 2

64: CCCNC(=O)N1CC2(CCN(CC3CCCCC3)CC2)c2c([nH]c3cc(OC)ccc23)[C@@H]1CO
  A: -1	B: -0.3	C: x	D: -57

65: C[C@@H]1CCCCO[C@H](CN(C)C(=O)NC2CCCCC2)[C@@H](C)CN([C@H](C)CO)C(=O)c2cc(NC(=O)c3ccccc3)ccc2O1
  A: 1	B: x	C: 11	D: -39

Reformatted: entries from further up
[52] COCC(=O)N1CCC2(CC1)CN(Cc1ccccc1F)[C@H](CO)c1[nH]c3cc(OC)ccc3c12
[53] CCNC(=O)C[C@@H]1CC[C@@H]2[C@H](COC[C@H](O)CN2C(=O)c2ccccn2)O1
[54] CN1C(=O)c2cc(NC(=O)c3ccc(F)c(F)c3)ccc2OC[C@@H]2O[C@H](CC(=O)O)CC[C@H]21

Assay by compound | 52 | 53 | 54
C diff HTS | 9 | 17&-5 | 1
KDM4C inh | 0.1 | -4.4 | -0.5
T cruzi growth | x | -82 | 8
Pf Dd2 growth | -89* | 6 | 3
